# Compound activity from PubChem BioAssay.
# OXTR agonist: agonists of human oxytocin receptor; actives 0.32% (n = 320,000); CHO-OTR cells, Fluo-8 calcium fluorescence; normalized: DMSO 0%, oxytocin 100%; activation, % at 3 µM; P30559; AID 2435;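 active = activation above the mean of all tested compounds plus 3 SD, cutoff set per screening run, cut at about 20% in these data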;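 also: peak over basal fluorescence ratio from a 100 s FLIPR kinetic read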
# Target sequence (P30559 whole entry, looked up): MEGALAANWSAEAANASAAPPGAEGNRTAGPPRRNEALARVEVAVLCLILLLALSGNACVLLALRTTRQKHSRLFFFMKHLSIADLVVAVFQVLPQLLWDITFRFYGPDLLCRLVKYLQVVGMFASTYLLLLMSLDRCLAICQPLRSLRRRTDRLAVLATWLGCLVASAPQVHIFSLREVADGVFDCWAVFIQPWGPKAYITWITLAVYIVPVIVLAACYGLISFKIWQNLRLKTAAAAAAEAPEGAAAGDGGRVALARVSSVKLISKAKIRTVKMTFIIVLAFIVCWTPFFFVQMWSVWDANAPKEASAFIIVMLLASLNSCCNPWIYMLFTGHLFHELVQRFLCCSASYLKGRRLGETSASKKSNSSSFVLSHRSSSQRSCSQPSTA
# OXTR potentiator: human OXTR potentiation. CHO-OTR cells, Fluo-8 calcium fluorescence, potentiator mode; 0% = oxytocin EC15, 100% = EC100. P30559. AID 2445. activation, % at 3 µM. actives 0.061% (n = 320,000);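 active = activation above that plate's cutoff, the mean activation of tested compounds plus 3 SD, cut at about 6.6% in these data, passing the limit was not always enough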;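 also: 100% uses oxytocin at 75 nM as the full agonist control; some results filed as inactive read as strong as hits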
#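 Measured by – Fluo-8 calcium dye fluorescence · Test system – human OTR in CHO cells · Dosing – one concentration, 3.0 µM compound · Controls – EC15 oxytocin alone as 0%, 75 nM oxytocin as 100% · Evaluation – normalized max/min fluorescence ratio, % activation · Timing – 6 min pre-incubation, 100 s read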
# GPR7 antag: blocks human GPR7 receptor signaling; P48145; GPR7-expressing cells, fluorescence antagonist assay; inhibition, % at 4.4 µM; actives 1.1% (n = 290,000); AID 1861; in the data active = inhibition above about 16%, passing the limit was not always enough;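 also: cells stimulated with the agonist NPW; 0% = agonist with vehicle and 100% = vehicle without agonist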
# NALP1 inh: blocks the NALP1 inflammasome reconstituted in yeast. S. cerevisiae NALP1/ASC/caspase-1 growth, X-gal OD620, 72 h. inhibition, % at 10 µM. actives 0.61% (n = 280,000). AID 2071; in the data active = inhibition mostly above about 24%, no sharp cut-off; inactive = mostly below about 32%; also: some compounds called inactive have numbers as strong as hits
# PfM18AAP inh: PfM18AAP enzyme inhibition. recombinant PfM18AAP, H-Glu-NHMec fluorogenic cleavage. inhibition, % at 7.35 µM. actives 1.2% (n = 290,000). AID 1822;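 active = inhibition above the campaign mean inhibition over all tested compounds plus 3 SD, cut at about 28% in these data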;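 also: 0% = plate median of test compound wells and 100% = 2 mM ZnCl2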
# GalR3 antag: antagonists of human GalR3; O60755; HEK293 GalR3-CNG cAMP membrane potential fluorescence; galR3 body fused to GalR1 C-terminus; inhibition, % at 3 µM; actives 0.44% (n = 360,000); AID 651719;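 active = inhibition above the screen-wide average plus 3 SD, cut at about 13% in these data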;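 also: forskolin and galanin both at EC90 stimulate the cells; cAMP rise reported by CNG channel membrane potential dye signal; 0% = forskolin plus galanin with DMSO and 100% = forskolin alone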
# Target sequence (O60755 1-299 limits assumed): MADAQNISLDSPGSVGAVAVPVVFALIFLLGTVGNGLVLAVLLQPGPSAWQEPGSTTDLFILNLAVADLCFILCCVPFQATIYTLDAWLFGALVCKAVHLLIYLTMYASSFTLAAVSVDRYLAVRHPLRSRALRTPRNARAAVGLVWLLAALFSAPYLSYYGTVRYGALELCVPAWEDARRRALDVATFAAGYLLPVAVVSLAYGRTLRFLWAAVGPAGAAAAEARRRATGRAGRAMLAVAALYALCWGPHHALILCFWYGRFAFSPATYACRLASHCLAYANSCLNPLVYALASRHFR
# V1aR counter: activates human V1a receptor in oxytocin agonist counter-screen; P37288; actives 0.25% (n = 320,000); activation, % at 3 µM; CHO-V1R cells, Fluo-8 calcium fluorescence, agonist mode; 0% DMSO, 100% 3 nM vasopressin; AID 2797;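 active = activation above the mean activation of all tested compounds plus 3 SD, per screening run, cut at about 20% in these data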;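 also: signal is peak over basal fluorescence ratio across a 100 second FLIPR read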
# Target sequence (P37288 whole entry, looked up): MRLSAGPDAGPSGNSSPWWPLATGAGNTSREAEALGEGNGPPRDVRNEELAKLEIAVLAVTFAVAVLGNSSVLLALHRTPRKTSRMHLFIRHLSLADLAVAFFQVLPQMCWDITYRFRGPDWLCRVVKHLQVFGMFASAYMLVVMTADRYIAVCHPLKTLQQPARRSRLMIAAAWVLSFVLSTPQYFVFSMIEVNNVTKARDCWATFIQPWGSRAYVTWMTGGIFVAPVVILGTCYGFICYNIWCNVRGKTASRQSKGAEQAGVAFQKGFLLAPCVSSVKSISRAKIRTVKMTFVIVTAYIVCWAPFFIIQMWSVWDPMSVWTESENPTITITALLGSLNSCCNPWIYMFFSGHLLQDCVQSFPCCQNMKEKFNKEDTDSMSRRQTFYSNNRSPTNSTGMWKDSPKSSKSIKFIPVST
# MEKK2mut PB1 HTS: signal of MEK5 binding to mutant human MEKK2 PB1 domain. bead flow cytometry, Alexa488-MEK5 binding to MEKK2 mutant. percent response, % at 10 µM. actives 0.35% (n = 290,000). AID 1530; in the data active = percent response above about 24%, passing the limit was not always enough; also: inactives centre near 1; some results filed as inactive read as strong as hits
# MEKK2wt PB1 HTS: raises or lowers MEK5 binding to wildtype human MEKK2 PB1 domain; AID 1531; bead flow cytometry, Alexa488-MEK5 binding to MEKK2 WT; actives lie on both sides; binding response (% of control), % at 10 µM; actives 1.1% (n = 290,000); in the data active = binding response below about 67% or above about 130%
# * = called active by the depositor; . = no result given.
SMILES,OXTR agonist,OXTR potentiator,GPR7 antag,NALP1 inh,PfM18AAP inh,GalR3 antag,V1aR counter,MEKK2mut PB1 HTS,MEKK2wt PB1 HTS
CN(Cc1ccccn1)C(=O)C1CCC(=O)N(Cc2cccc(F)c2)C1 (configuration not stated),-0.2,-7,-9,12,-8,-6,0.4,1,106
O=C(CN1CCN(c2ccc(F)cc2)CC1)OCc1ccccc1,-0.9,3,-15,37,6,-4,-0.4,-3,98
CCC1CC2CC(NC(C)=O)C1C2 (configuration not stated),0.1,0,0,2,-15,-1,1.1,-9,85
COc1ccc(C)cc1-n1c(SCC(=O)Nc2cccc(C(=O)O)c2)nc2ccccc2c1=O,7.1,-3,-14,7,-4,-7,0.1,3,101
O=C(c1ccco1)N1CCN(c2cc(N3CCOCC3)c(F)cc2[N+](=O)[O-])CC1,0.1,-6,-2,7,0,1,-0.2,4,105
COc1ccc(C(=O)NCC(c2cccnc2)N2CCN(c3ccccc3OC)CC2)cc1OC (configuration not stated),-0.4,-3,-11,.,-4,.,-1.0,.,.
CC1CCC(NC(=O)CNC(=O)c2cccs2)CC1 (configuration not stated),0.4,-3,-20,9,-1,-1,0.8,10,109
COCCOc1cc(N)c(Cl)cc1Cl,0.9,-11,8,1,-3,-5,-0.4,-15,82
O=C(NCCNC(=O)c1ccc(F)cc1)c1ccc(F)cc1,-1.3,0,.,.,.,-4,0.2,.,.
O=C(c1c[nH]c2ccccc2c1=O)N1CCCCCC1,0.7,1,5,1,-6,0,0.5,-4,98
CS(=O)(=O)Nc1ccccc1C(=O)Nc1cc2c(cc1C(=O)O)OCCCO2,-0.3,6,-12,-2,11,-7,-0.8,4,95
CC(C)c1ccc(-c2csc3ncnc(N4CCN(C)CC4)c23)cc1,-1.9,0,5,9,0,-10,0.3,6,106
CS(=O)(=O)N(CC(=O)N1CCN(c2ccccc2F)CC1)C1CCCCC1,1.4,-2,2,17,1,2,0.8,2,105
CCCCCCCCNC1=CC(=O)CC(C)(C)C1,-1.9,-2,9,3,-4,-5,-0.2,2,96
Cn1c(SCc2ccccc2F)nnc1-c1ccccn1,-1.4,-4,-6,4,7,-3,0.1,0,102
O=C(NCc1ccco1)c1ccc(Cl)c(S(=O)(=O)N2CCOCC2)c1,-0.6,1,4,4,-4,-3,-0.6,2,95
CC1CN2C(c3ccc([N+](=O)[O-])cc3)=CSC2=N1 (configuration not stated),0.0,2,-8,11,10,-8,1.2,1,113
COc1ccc2oc(=O)c(-c3nnc(NCc4ccco4)s3)cc2c1,0.3,-6,-4,-9,40*,-4,1.4,0,93
CCC(C)[C@H](N)c1nnc(SCC(=O)c2ccc(Cl)cc2)o1 (some centres not stated),1.8,-3,-12,4,1,-4,0.9,-1,92
CCC1=NN(C(=O)c2ccc(Br)cc2)C(O)(c2ccccc2)C1 (configuration not stated),-2.6,-3,0,27,8,-1,-1.0,-2,97
CCc1ccc(OCC(=O)NNC(=O)CSc2nnc(-c3ccc(C)cc3)n2C)cc1,-2.4,-2,4,15,-1,-2,-1.3,11,99
CCOC(=O)c1ccc(-n2c(C)ccc2C)cc1,-0.9,-6,3,15,4,-6,-0.4,0,102
Cc1ccc(NC(=O)CSc2nc3nc(C)c(Br)cc3[nH]2)cc1F,-0.1,-7,-10,10,3,-10,1.2,3,102
CCCCN(C(=O)CCCc1nc2ccccc2s1)c1c(N)n(CC(C)C)c(=O)[nH]c1=O,-0.3,-1,.,.,.,-1,0.6,.,.
COc1ccccc1NC(=O)Cn1c(=O)n2nc(C)nc2c2ccccc21,2.2,1,-1,2,4,1,1.2,1,100
# Next section:
SMILES,OXTR agonist,OXTR potentiator,GPR7 antag,NALP1 inh,PfM18AAP inh,GalR3 antag,V1aR counter,MEKK2mut PB1 HTS,MEKK2wt PB1 HTS
FC(F)(F)c1cnc2c(c1)[nH]c(=S)n2-c1ccc(Cl)cc1,11,-23,-16,6,-2,-11,7.0,-5,97
N/C(=N\S(=O)(=O)c1cccs1)c1ccccc1,1.4,-16,-3,-2,-1,-2,-0.1,6,109
CN1C(=O)C(C)(C)c2cc(S(=O)(=O)NCC(=O)NCc3ccccc3)ccc21,-0.2,-7,-8,10,4,.,-0.2,3,105
Cc1noc(C)c1S(=O)(=O)N1CCCC1C(=O)O (configuration not stated),0.5,-9,-8,16,-3,-9,-0.2,-1,100
CCOC(=O)c1[nH]c(C)c(CN(CCc2ccc(OC)c(OC)c2)C(=O)CCCC(=O)O)c1C,-0.6,-11,-4,-4,-3,-3,0.2,0,92
CC(C)Cn1cnc2c1c(=O)n(CC(=O)NC(=O)NC(C)(C)C)c(=O)n2Cc1ccccc1,-1.4,-4,-8,2,-2,-8,-1.2,0,102
O=c1oc2ccccc2cc1-c1csc(NN=C2CCCCC2)n1,-1.5,-5,-7,6,13,-3,-0.5,7,109
COc1c(C)cccc1C(=O)NCc1ccc2c(c1)OCO2,-0.5,-1,-7,15,0,-5,1.2,7,105
O=c1cc(CN2CCN(C/C=C/c3ccccc3)CC2)c2cc(O)ccc2o1,6.9,-16,3,0,-5,-2,7.3,1,105
O=C(c1csc2c1CCCC2)N1CCN(c2cccc(C(F)(F)F)c2)CC1,-0.3,-19,9,-7,6,-4,0.2,-4,91
Cc1ccccc1C(=O)NNC(=O)/C=C/c1ccccc1,0.5,-5,-11,13,11,-5,0.2,-7,93
CCCc1ncc(C(O)c2cccc(OC)c2)n1C (configuration not stated),1.0,-4,-6,8,4,-2,0.2,5,96
CCOC(=O)CCc1cccc2c1CCC2=O,-0.6,-4,-7,19,-6,.,-1.1,6,111
Cc1cc(=O)oc2cc(OCC(=O)NC3CCCCC3)c(Cl)cc12,-1.2,-3,.,.,.,-7,0.7,.,.
COC(=O)c1ccc(NC(=O)CC(=O)Nc2ccc(C(=O)OC)cc2)cc1,1.3,-12,9,22,3,-10,1.0,-1,106
NS(=O)(=O)c1ccc(CCNS(=O)(=O)c2cccc3nsnc23)cc1,0.2,-5,8,16,-3,-8,1.0,-6,98
O=c1c2sc3nc(N4CCOCC4)c4c(c3c2ncn1-c1ccccc1)CCCC4,-0.4,-4,5,27,-6,-1,0.4,-10,91
O=C(CCl)NN1C(=O)NC(c2ccccc2)(c2ccccc2)C1=O,0.9,-1,-9,16,-4,-10,-0.9,2,101
COc1ccc(S(=O)(=O)Nc2ccc(O)c(Sc3ncn[nH]3)c2)cc1,1.0,-2,-5,-89,54*,-6,0.5,3,99
C/C(CC(=O)Nc1cccc2c1CCCC2)=N\NC=O,0.4,-2,3,0,0,-2,2.0,-4,105
O=C(COC(=O)Cc1c[nH]c2ccccc12)NC1CCCCC1,4.4,-10,-5,-12,8,-1,-0.5,-3,95
CC[C@@H](C)[C@@H]1CN([C@@H](CN2CCC[C@H]2CN2C(N)=NC[C@H]2CC(C)C)C(C)C)C(=N)N1CCCC1CCCC1,0.5,7,.,.,.,-3,0.9,.,.
CCN1C(=O)c2cccc3c(NC(=O)c4ccc(S(=O)(=O)N5CCOCC5)cc4)ccc1c23,0.3,-4,-8,4,-7,3,1.3,-4,100
COc1ccccc1CCCNC(=O)C1CCC(=O)N(Cc2ccccc2F)C1 (configuration not stated),1.0,-4,5,24,-6,-6,3.1,-3,103
CC1=C(C(=O)OCC2CCCO2)C(c2ccc(C)cc2)C2=C(CCCC2=O)N1 (configuration not stated),0.9,-1,-12,-8,3,-3,1.1,10,102

# Some of the entries above in a different format:
# Order of values – OXTR agonist | OXTR potentiator | GPR7 antag | NALP1 inh | PfM18AAP inh | GalR3 antag | V1aR counter | MEKK2mut PB1 HTS | MEKK2wt PB1 HTS
CC1CN2C(c3ccc([N+](=O)[O-])cc3)=CSC2=N1 (configuration not stated)
    0.0 | 2 | -8 | 11 | 10 | -8 | 1.2 | 1 | 113
COc1ccc2oc(=O)c(-c3nnc(NCc4ccco4)s3)cc2c1
    0.3 | -6 | -4 | -9 | 40* | -4 | 1.4 | 0 | 93

# Not a retest: entries from further up.
SMILES,OXTR agonist,OXTR potentiator,GPR7 antag,NALP1 inh,PfM18AAP inh,GalR3 antag,V1aR counter,MEKK2mut PB1 HTS,MEKK2wt PB1 HTS
COc1ccccc1CCCNC(=O)C1CCC(=O)N(Cc2ccccc2F)C1 (configuration not stated),1.0,-4,5,24,-6,-6,3.1,-3,103
CC1=C(C(=O)OCC2CCCO2)C(c2ccc(C)cc2)C2=C(CCCC2=O)N1 (configuration not stated),0.9,-1,-12,-8,3,-3,1.1,10,102

# Next part:
SMILES,OXTR agonist,OXTR potentiator,GPR7 antag,NALP1 inh,PfM18AAP inh,GalR3 antag,V1aR counter,MEKK2mut PB1 HTS,MEKK2wt PB1 HTS
CCN1C(=O)CC(NNC(=O)c2ccc(Cl)cc2)C1=O (configuration not stated),1.2,-1,-8,2,-10,-2,-0.3,-9,90
O=C(N/N=C/c1ccc(Br)s1)c1cccnc1,0.0,-4,3,-3,-5,-4,-0.6,-15,79
CC(=O)c1ccc(OCc2cc(C(=O)N3CCC(c4ccncc4)CC3)no2)cc1,15,-11,-2,9,-3,-4,11,11,109
Cc1onc(-c2ccccc2Cl)c1C(=O)N1CCCCCC1,.,.,-5,12,1,-7,.,-1,100
CC1(C)Cc2c(C#N)c(NCc3ccco3)nc(-c3ccco3)c2CO1,-1.6,-10,-1,19,2,-5,-1.1,1,99
COc1ccc(C(=O)COc2ccc3ccc(=O)oc3c2)cc1,1.1,-4,-9,7,1,-7,0.2,-3,91
Cc1ccc(N(Cc2cc3ccc(C)cc3[nH]c2=O)S(=O)(=O)c2ccccc2)c(C)c1,0.5,-8,-7,29,-2,0,0.7,11,102
CC(=NCc1cccc(Cl)c1)c1nc(-c2ccco2)oc1O,-0.8,2,-5,26,3,-1,0.2,-5,94
O=C(CSCc1nc2ccccc2[nH]1)N1CCN(c2cccc(Cl)c2)CC1,8.0,-9,-13,24,-1,5,7.5,-6,86
COc1ccc2oc(C(=O)OCC(=O)Nc3ccc(OC)c(S(N)(=O)=O)c3)c(C)c2c1,-0.3,-3,.,.,.,-1,0.3,.,.
CC(C)(C)c1ccc(OCC(=O)NNC(=O)Nc2ccccc2)cc1,-1.5,-10,-21,0,1,-5,0.3,2,103
O=C(O)CCCCCCCCCC(=O)c1cccs1,1.0,-5,3,-6,-8,-6,1.1,6,104
O=C(NC1CCCCCCC1)c1ccc(F)c(S(=O)(=O)N2CCOCC2)c1,7.9,-9,.,.,.,-7,7.4,.,.
CC(=O)C[C@H](O)CC(=O)[C@H]1OC(=O)[C@H](C)CCCCc2ccccc21,0.6,-1,.,.,.,0,-0.1,.,.
CS(=O)(=O)N(CC(=O)Nc1ccc(F)c(F)c1)c1cccc([N+](=O)[O-])c1,6.0,-6,32*,25,-9,-2,4.8,14,122
Nc1nncn1C(=O)c1cccs1,0.5,-9,2,-3,40*,-4,0.6,-1,102
OC(CN1CCCCC1)Cn1c(C(F)(F)F)nc2ccccc21 (configuration not stated),0.8,-6,16,38,-12,1,0.3,4,104
CCC(C(=O)N1CCc2cc(OC)c(OC)cc2C1)c1ccccc1 (configuration not stated),-1.8,-13,1,3,3,3,-1.4,-6,100
CCOC(=O)N1CCN(C(=O)C(CC(C)C)NS(=O)(=O)c2ccc3c(c2)oc(=O)n3C)CC1 (configuration not stated),-0.9,0,2,-8,-2,-3,-0.8,-2,81
CCCCCc1nnc(NC(=O)CS(=O)(=O)Cc2ccccc2)s1,0.1,-2,7,9,-12,-4,1.2,5,107
COc1ccccc1-c1noc(-c2ccccc2C(=O)Nc2cccnc2)n1,-0.5,3,-2,-4,21,-6,0.4,6,106
